From PubChem BioAssay
CHO-K1 Ca antag = M1 antagonist counterscreen hit in parental CHO-K1 cells; ATP-induced calcium, Fluo-8 fluorescence; inhibition, % at 3 µM; 360,000 compounds, 0.6% hits;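 active = inhibition above a per-plate cutoff, the plate's mean sample inhibition plus 3 SD, cut at about 24% in these data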;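 note: 0% = DMSO plus EC80 ATP and 100% = DMSO alone without ATP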
TAAR1 antagonist = antagonists of human TAAR1. Q96RJ0. CHO RD-HGA16 TAAR1, Fluo-8 calcium fluorescence, antagonist. AID 624466. inhibition, % at 3 µM. 360,000 compounds, 1.5% hits;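 active = inhibition above a per-plate cutoff, the mean inhibition of test compounds on that plate plus 3 SD, cut at about 49% in these data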;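 note: 0% = DMSO plus EC80 beta-PEA response and 100% = DMSO alone without agonist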
Target sequence (Q96RJ0 whole entry, looked up): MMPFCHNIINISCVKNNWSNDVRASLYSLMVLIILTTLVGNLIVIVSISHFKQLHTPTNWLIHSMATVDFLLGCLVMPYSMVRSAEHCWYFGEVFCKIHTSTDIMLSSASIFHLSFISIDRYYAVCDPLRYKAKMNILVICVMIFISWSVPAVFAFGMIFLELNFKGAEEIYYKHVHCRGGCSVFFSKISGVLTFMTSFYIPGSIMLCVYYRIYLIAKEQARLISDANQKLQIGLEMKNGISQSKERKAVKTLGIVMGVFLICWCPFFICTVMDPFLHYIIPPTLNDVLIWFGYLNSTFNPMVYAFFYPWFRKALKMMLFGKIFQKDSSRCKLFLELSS
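Test system: RD-HGA16 CHO cells with stable hTAAR1 and Gα16 / Probe or stimulus: EC80 β-phenethylamine stimulus / Times: seeding 17-24 h prior, 75-min 37 °C, 30-min RT dye loading / Detection: Fluo-8 calcium-sensitive fluorescence / Read-out basis: % inhibition scaled between DMSO and EC80 PEA controls / Repeats: singlicate, one well per test compound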
CHO-K1 Ca ag = nonselective activator or artifact in parental CHO-K1 cells. Fluo-8 calcium fluorescence; scaled to maximal ATP response, vehicle zero. activation, % at 3 µM. 360,000 compounds, 0.48% hits. AID 602248; in the data active = activation above about 15%;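 note: untransfected CHO-K1 host cells lacking M1 receptor as counterscreen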
M1 ag = human M1 muscarinic receptor agonism. activation, % at 3 µM. AID 588814. 360,000 compounds, 0.33% hits. CHO-K1 hM1, Fluo-8 calcium fluorescence, agonist mode; 0% DMSO, 100% acetylcholine EC100. P11229;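 active = activation above the run's mean compound activation plus 3 SD, cut at about 16% in these data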;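 note: peak over basal fluorescence ratio within a 140 s kinetic read after compound addition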
Target sequence (P11229 whole entry, looked up): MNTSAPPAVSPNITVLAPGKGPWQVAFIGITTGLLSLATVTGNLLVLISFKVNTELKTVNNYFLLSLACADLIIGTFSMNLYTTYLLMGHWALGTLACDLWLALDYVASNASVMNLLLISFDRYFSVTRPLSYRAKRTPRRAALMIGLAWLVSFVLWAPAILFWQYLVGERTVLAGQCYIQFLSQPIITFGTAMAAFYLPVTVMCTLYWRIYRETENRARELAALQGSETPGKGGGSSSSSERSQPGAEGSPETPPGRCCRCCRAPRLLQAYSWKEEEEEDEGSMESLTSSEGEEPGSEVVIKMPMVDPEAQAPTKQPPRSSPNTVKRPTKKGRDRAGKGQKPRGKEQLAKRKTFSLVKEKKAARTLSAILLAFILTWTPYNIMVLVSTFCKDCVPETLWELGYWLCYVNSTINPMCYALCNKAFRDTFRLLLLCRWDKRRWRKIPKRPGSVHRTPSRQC
M1 PAM = human CHRM1 positive allosteric modulation. P11229. CHO-K1 hM1, Fluo-8 calcium fluorescence, ACh EC20; 0% = ACh EC20, 100% = maximal ACh. activation, % at 3 µM. 360,000 compounds, 0.088% hits. AID 588819; in the data active = activation above about 19%, passing the limit was not always enough
CHRM1 antagonist = antagonists of human M1 muscarinic receptor | P11229 | 360,000 compounds, 1.3% hits | CHO-K1 hM1, Fluo-8 calcium fluorescence, ACh EC80 antagonist | AID 588852 | inhibition, % at 3 µM;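 active = percent inhibition above its own plate's cutoff, namely the mean of that plate's compound wells plus 3 SD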;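 note: peak over basal fluorescence ratio during 140 s after agonist addition; 0% = ACh EC80 plus DMSO and 100% = DMSO alone without agonist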
TAAR1 ag = human TAAR1 agonism; AID 624467; 360,000 compounds, 0.99% hits; CHO RD-HGA16 TAAR1, Fluo-8 calcium fluorescence; vehicle wells 0%, saturating PEA agonist 100%; activation, % at 3 µM; Q96RJ0;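 active = activation above the mean activation of all test compounds in the run plus 3 SD, cut at about 38% in these data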
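System: CHO RD-HGA16 cells carrying human TAAR1 plus Gα16; Incubation: 17-24 h seeding, 75 min 37 °C dye, 30 min RT; Measured by: Fluo-8 fluorescence, 5 s baseline then 140 s kinetic read; Control set: DMSO and PEA EC100; Replication: single well for each compound.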
M1 PAM parental = nonselective activator or artifact in parental CHO-K1 calcium assay. ATP EC20, Fluo-8 calcium fluorescence; 0% at ATP EC20, 100% at ATP max. activation, % at 3 µM. 360,000 compounds, 0.02% hits. AID 602247;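 active = activation above the run cutoff, the mean activation of all test compounds plus 3 SD, cut at about 40% in these data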;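 note: peak over basal fluorescence ratio in a 140 s read after ATP addition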
CHO parental Ca = counter-screen for OX1R antagonists: effect in parental CHO cells; parental CHO-K1, ATP-induced calcium, Fluo-8 fluorescence; inhibition, % at 5.6 µM; 330,000 compounds, 0.63% hits; AID 463079;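 active = inhibition above that plate's mean sample inhibition plus 3 SD, cut at about 26% in these data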;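 note: 0% = ATP-challenged DMSO wells and 100% = DMSO wells without ATP; some compounds past the cut are filed as inactive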
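Material – parental CHO cells · Reagent – ATP stimulus · Compound – single nominal dose of 5.6 µM per compound · Detection – Fluo-8 fluorescence · Read-out basis – percent inhibition of calcium signal · Controls – ATP-challenged DMSO wells low, unchallenged DMSO wells high · Repeats – no replicates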
An asterisk follows results filed as active; x = no result given.

SMILES	CHO-K1 Ca antag	TAAR1 antagonist	CHO-K1 Ca ag	M1 ag	M1 PAM	CHRM1 antagonist	TAAR1 ag	M1 PAM parental	CHO parental Ca
C[C@@H]1CN([C@H](C)CO)C(=O)CCCn2nncc2CO[C@@H]1CN(C)C(=O)c1ccc(N2CCN(C)CC2)cc1	-10	-12	0.1	-8	-3	2	1	19	x
Cc1cc(C)n2nc(SCc3ccccc3)nc2n1	12	-35	0.6	0	10	-9	2	-23	-7
Cc1ccc(NC(=O)/C(=C/c2cccc([N+](=O)[O-])c2)NC(=O)C2CCCCC2)cc1	-17	-14	0.4	-2	12	-12	3	7	-18
O=C(COC(=O)C1=Cc2ccccc2OC1)NC1CCCC1	-18	-3	0.6	-6	5	-8	10	20	-15
COc1ccc(NS(=O)(=O)NC(=O)c2c(C)n(C)c3ccccc23)cc1	-6	-14	0.3	3	15	-14	0	5	-8
CSCCC(NC(=O)c1cccc(S(=O)(=O)N2CCOCC2)c1)C(=O)Nc1cccc(C)c1 (stereo not given)	1	-11	0.0	-6	1	2	-1	11	-9
O=C(O)/C=C/c1cn(Cc2ccccc2)nc1-c1ccc(Cl)cc1	-12	0	0.7	-6	1	2	2	14	1
O=C(Nc1cccc(NC(=O)c2cccs2)c1)c1ccc(F)cc1	-16	13	8.9	-4	-3	0	4	-3	-18
CCc1cc(-c2n[nH]c(=S)n2N)n(C)n1	-4	5	0.3	-3	3	-3	3	15	-12
COc1cc(CN2CCC(C(=O)NC(C)(C)C)CC2)ccc1OCc1ccccc1	-4	-11	0.4	-8	-3	-2	1	2	x
COc1cc2[nH]c(=S)n(C3CCCC3)c(=O)c2cc1OC	-1	25	1.8	-6	-1	-3	14	1	-18
C/C(=N\Nc1nc2ccccc2[nH]1)c1ccc(Cl)s1	-13	11	2.3	-8	-1	-2	4	38	-12
S=c1[nH]nc(-c2ccccn2)n1/N=C/c1ccc(Cl)cc1	-3	-5	0.6	-2	11	-14	0	10	-7
NC(=O)C1CCN(c2nc(-c3ccccc3)nc3c2oc2ccccc23)CC1	-25	5	0.3	-3	5	-20	0	12	x
O=C(O)CN1C(=O)/C(=C2\SC(=S)N(C(Cc3ccccc3)C(=O)O)C2=O)c2ccccc21 (stereo not given)	3	-29	-0.2	-4	11	-14	-1	1	-6
COc1ccc(NC(=O)C2CCN(S(=O)(=O)c3ccc(N4CCCC4=O)cc3)CC2)c(OC)c1	-4	-6	1.2	-1	4	-3	0	-10	-21
CN(CC(=O)Nc1sc2c(c1C#N)CCCCC2)Cc1nc2ccccc2c(=O)[nH]1	-12	-1	0.4	-1	8	-8	2	-10	-21
COc1cccc(OCc2nc3c4cnn(-c5ccccc5)c4ncn3n2)c1	-17	10	0.4	-5	0	6	6	1	-13
O=C(O)COc1c(F)c(F)c(C(F)(F)F)c(F)c1F	1	-15	-0.2	-2	10	-15	10	-7	-1
CC(C)c1ccc(O)c(NC(=O)c2cccnc2)c1	-5	-4	1.3	-3	0	-8	5	16	-2
O=[N+]([O-])c1cccc(CN2[C@@H](Cc3ccccc3)COCCS2(=O)=O)c1	12	6	-0.7	3	22	-14	11	-11	4
CC(NO)/C(=N\O)c1cccs1 (stereo not given)	-18	-2	0.6	-2	5	-24	11	12	-6
COc1ccc(CCNC(=S)NC(=O)c2ccccc2)cc1OC	-10	-16	2.7	-5	8	-8	2	25	-16
CCNc1ccc(C(=O)N/N=C/c2c(C)nn(-c3ccccc3)c2N2CCCC2)cc1[N+](=O)[O-]	-7	-7	0.5	-7	4	-4	3	18	-5
CN(C)c1ccccc1C(=O)N1CCC(n2nccc2NC(=O)C2CC2)CC1	-15	-20	0.9	-1	3	-1	2	4	-1
NC(=O)CSc1nccn1Cc1ccc(Cl)cc1	-10	-8	1.0	-5	2	12	4	12	1
Cc1ccc(N(C)S(=O)(=O)c2cccc(C(=O)Nc3ccc(C)cn3)c2)cc1	-5	18	1.2	-4	6	2	0	9	-18
COc1ccc(Cl)cc1NC(=O)CN(C)C(=O)c1cn2ccccc2n1	-21	-4	1.3	-2	5	-10	14	7	-11
CCOC(=O)COc1ccc(/C=C/[N+](=O)[O-])c(OCC(=O)OCC)c1	-3	4	0.4	-4	7	-5	11	7	14
CCCSc1nc(N)c2c3c(sc2n1)CN(C)CC3	-10	x	0.2	-5	-11	23	x	25	-2

Compound profiles, from the list above:
O=C(O)/C=C/c1cn(Cc2ccccc2)nc1-c1ccc(Cl)cc1 as listed: CHO-K1 Ca antag: -12; TAAR1 antagonist: 0; CHO-K1 Ca ag: 0.7; M1 ag: -6; M1 PAM: 1; CHRM1 antagonist: 2; TAAR1 ag: 2; M1 PAM parental: 14; CHO parental Ca: 1
COc1ccc(NC(=O)C2CCN(S(=O)(=O)c3ccc(N4CCCC4=O)cc3)CC2)c(OC)c1 as listed: CHO-K1 Ca antag: -4; TAAR1 antagonist: -6; CHO-K1 Ca ag: 1.2; M1 ag: -1; M1 PAM: 4; CHRM1 antagonist: -3; TAAR1 ag: 0; M1 PAM parental: -10; CHO parental Ca: -21

Next section
SMILES	CHO-K1 Ca antag	TAAR1 antagonist	CHO-K1 Ca ag	M1 ag	M1 PAM	CHRM1 antagonist	TAAR1 ag	M1 PAM parental	CHO parental Ca
O=C(C1CCCO1)N1CCN(C(=S)Nc2ccc(F)cc2)CC1 (stereo not given)	-25	-6	0.7	-3	9	-8	8	27	-2
Cc1ccc(C(=O)NCCSC(C)(C)C)cc1[N+](=O)[O-]	-13	2	1.6	-8	11	-14	-1	24	-2
Cc1cc(OCC(=O)N2CCCC2)ccc1Cl	-18	-19	0.7	-2	10	-9	1	16	-19
Cc1csc(N2CCCC2c2nc3cc(C(F)(F)F)ccc3n2CCOCCO)n1 (stereo not given)	-7	2	0.2	-1	5	-4	3	7	-9
COc1ccc(/C=N/NC(=S)NC2CCS(=O)(=O)C2)cc1 (stereo not given)	-6	-7	0.9	-5	2	-4	6	5	-2
N#CC(c1ccc(Cl)cc1)c1nc2ccccc2nc1C(F)(F)F (stereo not given)	-15	57*	0.1	-5	-13	-2	-1	20	-21
CCCn1c(C)cc(C)c(C#N)c1=O	2	-7	2.8	-3	10	-14	-1	22	-12
Cc1cccc(NC(=O)c2ccccc2NC(=O)CCC(=O)O)c1	3	-20	-0.1	-7	-2	8	3	0	-3
O=C(COc1ncnc2sccc12)NC1CCCc2ccccc21 (stereo not given)	2	-4	-0.1	-1	-4	8	13	-1	-26
O=C(c1ccco1)n1nc(-c2ccccc2)nc1SCc1ccccc1	-16	-13	0.3	-4	11	-38	10	26	-17
COc1cc2ccccc2cc1C(=O)N1CCCCC1	-6	-4	0.3	-4	12	-12	0	23	-10
COc1ccc(CC(=O)Nc2ccc(N3CCOCC3)cc2)cc1S(=O)(=O)N1CCOCC1	-12	-24	0.2	-4	2	-6	0	14	-12
Cc1cc(C)nc(SCc2ccc(Br)cc2)n1	8	1	-0.8	-6	-4	0	-1	2	-21
C#CCNC(=O)c1cc2sccc2n1C	-9	3	0.2	-3	-2	1	0	10	-13
CCOC(=O)Cn1cc(Cn2c3ccccc3c(=O)n2C(C)C)nn1	-7	3	-0.3	-2	1	-26	0	5	x
COCCN(C(=O)CSc1ncn[nH]1)c1c(N)n(Cc2ccccc2)c(=O)[nH]c1=O	-3	-34	1.4	-2	2	2	3	11	4
O=C(C(c1ccccc1)c1ccccc1)N1CCN(Cc2ccc(Br)cc2)CC1	-3	-20	-0.3	-6	0	-11	6	-13	-11
COc1cc(C(=O)N2CCCCC2c2cc(C(=O)N3CCOCC3)no2)cc(OC)c1C (stereo not given)	-1	46	5.4	-1	-5	-2	8	1	x
CC(C)C(C)NC(=O)CN1C(=O)NC2(CCCc3ccccc32)C1=O (stereo not given)	18	-8	-0.2	-5	1	1	8	-14	6
Cc1ccc(OCc2ccc(C(=O)NN)o2)cc1C	8	6	0.3	-1	7	-14	3	9	-26
CC1CCCC(C)N1C(=O)COC(=O)c1cncc(Br)c1 (stereo not given)	10	-17	0.4	-4	5	-9	1	-2	-12
Cc1ccc(N(CC(=O)NC2CCCC2)C(=O)c2ccc(C)s2)cc1	-12	1	-0.1	-5	10	-18	3	11	6
O=C(CCc1nnc(-c2ccc3c(c2)OCO3)o1)N(Cc1ccncc1)CC1CCCO1 (stereo not given)	-9	0	1.0	-7	2	-5	0	-5	-19
CN(C)CCC(=O)c1ccc(F)cc1	-11	11	0.1	-3	9	-5	0	8	5
CCCOc1ccc(-c2nc(C#N)c(N3CCC(C(N)=O)CC3)o2)cc1	-19	-3	0.0	-8	1	-6	8	10	-4
COc1ccc(NC(=O)N2CCC(CO)(CC3CCCCO3)CC2)c(OC)c1 (stereo not given)	-6	-5	0.2	-3	-1	-11	-1	5	-7
CCOC(=O)c1ccccc1NC(=O)COC(=O)C1CC(=O)N(c2ccc3c(c2)OCCO3)C1 (stereo not given)	1	13	1.3	-2	6	-1	1	-4	-30
O=C(NCc1cccnc1)c1ccc(NC(=O)c2ccco2)cc1	0	2	1.1	-1	-2	6	8	10	-15
Cc1nc(CNS(=O)(=O)c2ccc(Br)cc2)cs1	-13	8	0.0	-3	12	-14	-1	21	-9
O=C1c2ccc(Cl)cc2S(=O)(=O)c2cccc(C(=O)N3CCN(c4ncc(Br)cn4)CC3)c21	-13	13	-0.4	-5	1	-14	5	13	-29
COCC(C)Nc1ccc(S(=O)(=O)N2CCCC2)cc1[N+](=O)[O-] (stereo not given)	-10	-9	0.7	-7	4	-4	14	4	9
COC(=O)c1ccc(NC(=O)CS(=O)(=O)c2ccccc2)cc1	2	-14	0.8	-2	3	-7	1	-10	-10
COc1ccc(C(=O)NCc2nnc(SCC(=O)Nc3ccc4c(c3)OCO4)o2)cc1	0	-3	-0.3	-6	-3	-3	8	8	-1
O=C(O)CC1(c2ccc(F)cc2)C2CC3CC(C2)CC1C3 (stereo not given)	-14	-12	-0.1	-9	19	-16	4	3	-7
COC(=O)c1sccc1NC(=O)c1cccnc1	2	-20	0.1	-1	4	4	10	-3	-1
Cc1nc2ccccc2nc(C)c1=NOCc1ccc(C#N)cc1	17	-9	-0.5	-4	4	12	-1	-6	0
CCNC(=O)c1cc2c(=O)n3cccc(C)c3nc2n(Cc2ccc(C)cc2)c1=N	-5	-6	-0.3	-2	1	-28	16	12	6
CCOc1ccccc1N1CC(C(=O)Nc2ccc3c(c2)OCCO3)CC1=O (stereo not given)	-3	-26	1.1	-4	4	-6	2	9	-7
COc1cccc2c3c(c(=O)[nH]c12)CCC(C)(C)O3	1	-13	-0.1	-4	7	-11	5	2	-12
CCCOC(=O)N[C@@H]1C(=O)N2C(C(=O)OCCC)=C(C)CS[C@H]12	-18	12	0.5	-5	3	4	3	11	-14
